Assay outcomes (PubChem)
GALK inhibitor: inhibitors of human galactokinase | P51570 | Purified GALK, Kinase-Glo residual ATP luminescence | Potency, µM (series often up to 57.5 µM), for inactives: at the highest dose activity change, negative = inhibition, actives largely listed as inhibitors | actives 0.007% (n = 270,000) | AID 1868; also: potency is read from the fitted curve at half-maximal effect; % is scaled to controls: 0 for no effect and ±100 for the full control effect
Target sequence (P51570 whole entry, looked up): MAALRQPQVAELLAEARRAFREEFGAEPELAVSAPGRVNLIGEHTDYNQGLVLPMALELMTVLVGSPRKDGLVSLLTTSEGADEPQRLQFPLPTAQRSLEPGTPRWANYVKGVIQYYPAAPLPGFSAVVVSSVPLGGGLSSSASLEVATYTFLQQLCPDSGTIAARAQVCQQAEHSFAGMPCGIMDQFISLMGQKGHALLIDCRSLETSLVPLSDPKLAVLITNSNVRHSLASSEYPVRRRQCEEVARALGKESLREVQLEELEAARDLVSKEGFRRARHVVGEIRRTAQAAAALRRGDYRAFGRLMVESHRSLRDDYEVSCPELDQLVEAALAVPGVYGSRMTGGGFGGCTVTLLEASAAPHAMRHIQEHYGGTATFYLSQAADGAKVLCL
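Human GALK (5 nM) with 35 uM ATP and 100 uM galactose in 20 mM HEPES pH 8.0, 5 mM MgCl2, 60 mM NaCl, 1 mM DTT, 0.01% BSA. After 1 h at room temperature, leftover ATP was read by Kinase-Glo Plus luminescence.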
S-ASM inh: inhibitors of human secretory acid sphingomyelinase. P17405. Potency, µM (series often up to 57.5 µM), inactives show at the top dose activity change, negative = inhibition, actives largely listed as inhibitors. actives 0.006% (n = 340,000). placental ASM, HMU-PC fluorogenic substrate, 60 min; also: potency is read from the fitted curve at half-maximal effect
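Human placenta-derived ASM preincubated with compound 10 min at room temperature, then reacted with 9 uM (final) fluorogenic HMU-PC substrate for 60 min at 37 C. Stop solution raises pH to 10; fluorescence read at Ex 386/Em 447 nm.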
hERG WT inh: inhibitors of human wildtype KCNH2 potassium channel; actives 0.37% (n = 340,000); U2OS, BacMam KCNH2, thallium flux FluxOr; hits give low values; activity change, % at 1.84 µM; Q12809;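 active = maximum activity change below -70%; inconclusive = maximum activity change between -70% and -50%; inactive = maximum activity change above -50%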; also: % is scaled to controls: 0 for no effect and ±100 for the full control effect
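U2OS cells were transduced with wild-type KCNH2 virus (2.03 x 10^8 / mL) for 4 h at room temperature, then cultured overnight at 37 C. Thallium flux was read with FluxOr dye. Rate constants were normalized to DMSO controls.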
Menin-MLL TR inh: inhibitors of human menin-MLL interaction, mutant MLL peptide; O00255; Menin + Texas Red MLL mutant peptide, fluorescence polarization; Potency, µM (doses to about 61.6 µM), for inactives: top-dose FP activity change, negative = inhibition, actives largely listed as inhibitors; actives 0.23% (n = 270,000); active = well fitted inhibition curve with a large enough effect in the polarisation, with a control signal flat, not every such curve was filed as active; inconclusive = small, poorly fitted or top-dose-only effect, or effect the other way, or a change in a side signal; inactive = no such curve, though single readings can be large or run the other way; the % refers to the polarisation; also: potency is read from the fitted curve at half-maximal effect; % of control where 0% means no effect; many of its hits are not listed in these tables
PKM2 activator: increases activity of human pyruvate kinase M2; P14618; purified PKM2, Kinase-Glo ATP luminescence, activation; response scale: 0% is enzyme alone, no compound; Potency, µM (highest dose often 57.5 µM), inactives show at the highest dose activation, usual class: activators; actives 0.34% (n = 260,000); also: potency is read from the fitted curve at half-maximal effect; % is scaled to controls: 0 for no effect and ±100 for the full control effect; nearly all actives have a fitted effect of over 55% in size
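Purified hPK-M2 (>95%) run at intermediate activity with 0.1 mM ADP and 0.5 mM PEP in 50 mM imidazole pH 7.2, KCl, MgCl2; 1 h room temperature. ATP formed read by Kinase-Glo luminescence; normalized to uninhibited and no-enzyme controls.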
TSHR antagonist: antagonists of human thyroid stimulating hormone receptor. activity change, negative = inhibition, % at 11.5 µM. TSHR-expressing cells, TSH-stimulated cAMP HTRF, 2 h; hits give low values. AID 504810. P16473. actives 0.2% (n = 330,000);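 active = activity change below a set negative limit, meaning inhibition stronger than a set level, cut at about -70% in these data; inconclusive = activity change between two set negative limits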; also: % is scaled to controls: 0 for no effect and ±100 for the full control effect
Target sequence (P16473 whole entry, looked up): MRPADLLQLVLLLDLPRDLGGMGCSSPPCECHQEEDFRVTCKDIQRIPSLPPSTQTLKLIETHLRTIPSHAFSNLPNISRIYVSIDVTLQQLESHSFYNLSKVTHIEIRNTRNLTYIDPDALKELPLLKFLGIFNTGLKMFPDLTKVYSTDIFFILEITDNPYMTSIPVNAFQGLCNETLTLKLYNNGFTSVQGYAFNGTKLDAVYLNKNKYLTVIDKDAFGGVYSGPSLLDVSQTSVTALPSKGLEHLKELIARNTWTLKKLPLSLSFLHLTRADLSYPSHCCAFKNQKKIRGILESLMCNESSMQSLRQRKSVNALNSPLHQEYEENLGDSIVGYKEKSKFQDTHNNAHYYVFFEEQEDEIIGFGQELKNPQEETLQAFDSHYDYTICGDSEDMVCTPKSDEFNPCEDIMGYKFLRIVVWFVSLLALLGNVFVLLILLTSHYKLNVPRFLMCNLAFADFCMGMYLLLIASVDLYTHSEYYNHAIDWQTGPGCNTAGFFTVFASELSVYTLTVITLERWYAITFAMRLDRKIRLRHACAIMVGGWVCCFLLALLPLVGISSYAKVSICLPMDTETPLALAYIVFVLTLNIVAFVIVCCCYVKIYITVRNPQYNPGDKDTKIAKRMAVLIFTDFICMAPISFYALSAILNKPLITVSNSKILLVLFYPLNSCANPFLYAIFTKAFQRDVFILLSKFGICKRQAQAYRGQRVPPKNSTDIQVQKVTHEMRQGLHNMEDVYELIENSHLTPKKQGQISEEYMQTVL
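TSHR-expressing cells were treated with compounds, then stimulated with TSH at EC80 (4nM final) for 2 hours at 37 deg C. Cellular cAMP was measured by HTRF competition between lysate cAMP and cAMP-d2 for a cryptate-labelled anti-cAMP antibody.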
Eya2 phos inh: inhibitors of human Eya2 phosphatase activity; recombinant Eya2, OMFP fluorescence dephosphorylation (OMFP is methylfluorescein phosphate); actives 0.006% (n = 330,000); O00167; AID 488837; Potency, µM (titrated, usually from 76.9 µM), for inactives: at the highest dose activity, negative = inhibition, usual class: inhibitors; also: potency is read from the fitted curve at half-maximal effect; % is scaled to controls: 0 for no effect and ±100 for the full control effect
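Eya2 (0.2 uM) preincubated 10 min at ambient with compound, then OMFP substrate added at 50 uM; 10 min reaction in 50 mM HEPES pH 7.5, 50 mM NaCl, 5 uM MgCl2, 0.05% BSA, 1 mM DTT. Fluorescence read at Ex 485/Em 525 nm.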
USP2a inh: blocks human ubiquitin-specific protease USP2a. O75604. USP2 core, Ub-CHOP2 coupled fluorogenic reporter, 485/531. Potency, µM (highest dose often 38.3 µM), inactives show at the top dose activity change, negative = inhibition, most hits filed as inhibitors. actives 0.01% (n = 330,000);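 also: potency is read from the fitted curve at half-maximal effect; plate controls were DMSO wells for no effect and full inhibition by NEM control for full effect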
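Deubiquitinase activity read as fluorescence (485/531 nm) after Ub-CHOP2 cleavage activates the enterokinase reporter on its substrate; USP2 core 10nM, Ub-CHOP2 and substrate 25nM each, 30min compound preincubation then 60min RT; data normalized to NEM, curves fitted.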
BCR signal inh: inhibitors of chronic active B-cell receptor signaling; ABC-DLBCL IkBa-CBG/CBR reporter, luminescence ratio, 4 h; Potency, µM (titrated, usually from 46.1 µM), inactives show at the top dose ratio change, negative = lower green/red ratio, hits mostly inhibitors; actives 0.05% (n = 340,000); active = well fitted inhibition curve with a large enough effect in the signal ratio, with a control signal flat, not every such curve was filed as active; inconclusive = small, poorly fitted or top-dose-only effect, or effect the other way, or a change in a side signal; the % refers to the signal ratio;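 also: potency is read from the fitted curve at half-maximal effect; plate controls were basal doxycycline-induced cells for no effect and cells given 10 µM MG132 for full effect; MG132 reads +100%, hits lower the ratio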
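TMD8 human ABC-DLBCL cells with doxycycline-inducible IκBα–green luciferase fusion and unfused red luciferase, in 0.5% FBS medium; compounds up to 46 uM, 4 h at 37C. Green/red luminescence ratio, filter-overlap corrected, fitted to concentration-response curves.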
MBNL1-CUG inh: inhibitors of human MBNL1 binding to CUG repeat RNA | actives 0.036% (n = 280,000) | Q9NR56 | Potency, µM (titrated, usually from 57.5 µM), for the others: top-dose activity change, negative = inhibition, usual class: inhibitors | TR-FRET MBNL1-His/biotin-(CUG)12 binding, 665/545 ratio; active = well fitted inhibition curve with a large enough effect in the signal ratio, with a control signal flat, not every such curve was filed as active; inconclusive = small, poorly fitted or top-dose-only effect, or effect the other way, or a change in a side signal; inactive = no such curve, though single readings can be large or run the other way; the % refers to the signal ratio; also: potency is read from the fitted curve at half-maximal effect; % is scaled to controls: 0 for no effect and ±100 for the full control effect
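MBNL1-His + Biotin-(CUG)12, cpd titration 92 nM–58 uM; Tb anti-His Ab 0.055 ng/ul, SA-XL665 5 nM (final); 60 min RT; ratiometric 665/545 nm, Ex 340 nm; normalized to buffer and full-complex controls.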
Mito fusion act: mitochondrial division inhibition or fusion activation; S. cerevisiae fusion-defective mutant growth rescue, CellTiterGlo 48 h; Potency, µM (titrated, usually from 46.1 µM), without a hit: top-dose growth rescue (activation), actives largely listed as activators; actives 0.23% (n = 320,000); AID 485298;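 also: potency is read from the fitted curve at half-maximal effect; % of control where 0% means no effect; nearly all actives have a fitted effect of over 45% in size; temperature-sensitive fusion mutants such as fzo1-1 at 37 °C on non-fermentable ethanol glycerol medium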
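Compounds are tested for their ability to restore growth of mitochondrial fusion-defective yeast strains at non-permissive 37C in YPEG medium over 48 hours. Viability is quantified by luciferase luminescence.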
Numbers without * were called inactive; ? = inconclusive; / = not tested or not shown; [ ] = another dose, or the depositor's remark. Unless noted, calls follow the shape of the dose curve; as a rule, active = well fitted curve in the direction sought with a large enough effect; inconclusive = small, poorly fitted or top-dose-only effect, or another doubt; inactive = no such curve, though single readings can be large; an effect the other way counts as inactive or inconclusive.

SMILES	GALK inhibitor	S-ASM inh	hERG WT inh	Menin-MLL TR inh	PKM2 activator	TSHR antagonist	Eya2 phos inh	USP2a inh	BCR signal inh	MBNL1-CUG inh	Mito fusion act
CN(C(=O)c1cc(S(=O)(=O)N2CCCCC2)c[nH]1)C1CCCCC1	/	3%	-2	-12%	0%	3	-6%	0%	-5%	5%	1%
COc1ccc(S(=O)(=O)Nc2ccc(OCC(=O)O)cc2)c2ccccc12	/	6%	5	18%	/	-3	10%	1%	?	7%	4%
CCN(Cc1ccccc1)S(=O)(=O)c1ccc2oc(C(=O)O)c(C)c2c1	-4%	1%	-9	16%	4%	-5	6%	4%	17%	3%	-1%
CN(C)S(=O)(=O)c1cccc(C(=O)Nc2ccc(Cl)cn2)c1	3%	-3%	14	9%	-10%	-2	7%[15.4 µM]	-5%	7%	7%	-9%
COC(=O)c1ccc(CN(C)S(=O)(=O)c2cccs2)cc1	12%	7%	5	12%	2%	12	-2%	1%	-6%	1%	-4%
CO/N=C(/CS(=O)(=O)Cc1ccccc1Cl)c1ccc(Cl)cc1Cl	1%	-3%	4	18%	0%	-5	-18%	-5%	11%	-13%	16%
CCCC(=O)NCc1ccc2c(c1)cc(C)n2C	4%	-3%	5	?	-8%	8	23%	1%	14%	?	1%
O=C1NC(c2ccccc2Cl)=N/C1=C/c1ccco1	0%	-2%	-5	/	-5%	8	3%	0%	1%	/	5%
CCC(CC)c1nnc(NC(=O)C2CCCO2)s1 (stereo not drawn)	2%	0%	0	5%	-1%	8	6%	0%	3%	-12%	?
O=S(=O)(NCC(c1cccnc1)N1CCN(Cc2ccccc2)CC1)c1ccc(Cl)cc1 (stereo not drawn)	-1%	4%	-20	/	0%	2	5%	4%	8%	-2%	0%
Cc1ccc(OCC(=O)NNC(=O)Cn2nnc(-c3ccccc3)n2)cc1	1%	0%	3	7%	5%	-6	-5%	-1%	0%	-3%	-2%
CN(C)CCN1CC(O)=C(c2nc3ccccc3s2)C1=N	-5%	19%	-4	/	2%	1	?	0%	?	/	-3%
Cc1cc(NC(=O)C2CCCO2)ccc1Br (stereo not drawn)	15%	-2%	-1	-9%	5%	3	8%	2%	0%	-4%	1%
CCc1ccc(OCC(=O)N/N=C2\CC(=O)c3ccccc32)cc1	-2%	/	/	8%	0%	-7	-2%	-1%	?	12%	3%
COc1ccc([C@]23Cc4c(ccc5ccccc45)C(O2)C2=C(CC4(CCCCC4)OC2=O)O3)cc1	/	/	/	-17%[11.7 µM]	4%[11.5 µM]	/	0%[15.4 µM]	0%[7.66 µM]	6%[9.22 µM]	-3%[11.5 µM]	-1%[9.22 µM]
COc1cc2c(cc1OC)C(C(=O)Nc1cc(C)c(OC)c(C)c1)CC(=O)N2 (stereo not drawn)	-6%	4%	-6	-1%	4%	-12	0%	1%	?	-10%	3%
Fc1cccc(CCN2CCNC[C@@H]2CC2CCCCC2)c1	/	4%	-5	/	/	6	-3%	-2%	?	/	-24%
CCOc1ccccc1NC(=O)CS(=O)(=O)c1cn(CC(=O)N2CCOCC2)c2ccccc12	-5%	-1%	20	/	/	1	-2%	2%	1%	-3%	-2%
Cc1ccc(S(=O)(=O)N(C)C)cc1NC(=O)COC(=O)c1sc2cc(Cl)ccc2c1Cl	-2%	?	7	/	0%	-2	16%	-16%	-2%	-1%	2%
COc1cc(C(=O)Nc2cccc(-c3nc4cc(C)ccc4o3)c2)cc(OC)c1OC	/	-9%	25	1%	-17%	18	-4%	4%	4%	?	-3%
CCCOc1ccc(/C(CC)=N/NC(=O)C2(C)CC2(Br)Br)cc1 (stereo not drawn)	1%	-10%	6	-17%	-1%	3	1%	3%	-2%	8%	2%
O=C(CN1C(=O)C2CCCCC2C1=O)Nc1nc2ccc(F)cc2s1 (stereo not drawn)	/	-1%	-1	/	/	-10	-38%	-1%	-18%	/	-8%
COc1cc(Cc2cc(N)nc(N)n2)cc(OC)c1OC	-2%	-4%	-4	2%	/	-8	3%	0%	-1%	6%	-1%
COC(=O)c1ccc(C(=O)OC)c(NC(=O)c2cccnc2)c1	2%	175%[activator]	1	7%	5%	8	-10%	0%	-1%	-8%	2%
Cc1cc(C)cc(NC(=S)N2CCN(c3ccccn3)CC2)c1	-7%	4%	10	0%	-2%	25	-7%	1%	7%	-5%	-16%
O=C(c1ccccc1)N(Cc1ccco1)C1CCS(=O)(=O)C1 (stereo not drawn)	-1%	16%	-3	1%	0%	2	5%	3%	0%	-4%	-2%
Cc1cc(C)cc(NS(=O)(=O)c2ccc(NC(=S)NC(=O)c3ccc(Br)o3)cc2)c1	0%	13%	-1	?	1%	-21	13%	-10%	11%	0%	-1%
COc1ccc(S(=O)(=O)NCC2CCCN(C(=O)C3CCCC3)C2)cc1 (stereo not drawn)	6%	6%	12	-1%	-5%	7	-2%	-1%	-2%	-6%	3%
CCOc1ccc(-n2cnc3sc4c(c3c2=O)CCCC4)cc1	-1%	-3%	7	/	0%	-11	-1%	2%	10%	-2%	9%
COc1ccc(NC(=O)c2ccc(Cl)cc2)c[n+]1[O-]	1%	-2%	4	-19%	/	-4	9%	2%	-1%	8%	-7%
Cc1cc(NC(=O)COc2ccccc2)n(-c2ccccc2)n1	9%	1%	1	-15%	1%	-17	-11%	4%	?	-7%	14%
CCCCOc1ccc(NC(=O)c2cc(F)c(F)cc2Cl)cc1	0%	-8%	9	8%	-2%	24	-3%	1%	4%	-2%	0%
CN(Cc1nc2c(s1)CCCC2)C(=O)CCc1nnc(-c2ccc3c(c2)OCO3)o1	4%	3%	0	/	2%	-5	8%	-1%	-1%	3%	-2%
CC1CCC(NC(=O)Nc2cccs2)CC1 (stereo not drawn)	0%	0%	7	1%	0%	21	-39%	2%	?	-1%	-2%
O=C(CC1CCCCC1)NCc1ccccc1Cl	-6%	0%	11	1%	0%[11.5 µM]	14	-4%	0%	-1%	-5%	0%
O=C(NCc1ccc(OC(F)(F)F)cc1)c1cccc2c1C(=O)c1ccc(N3CCCC3)cc1S2(=O)=O	/	-5%	-12	/	/	10	13%	-2%	-5%	/	/
CCC(C)c1ccccc1N1CC(C(=O)NCCc2ccc(OC)c(OC)c2)CC1=O (stereo not drawn)	/	1%	-1	/	/	/	1%	1%	-3%	/	0%
COc1ccc(NC(=O)C(C)N(c2ccc(C)cc2)S(C)(=O)=O)c(OC)c1 (stereo not drawn)	0%	1%	-4	-15%	-13%	8	5%	0%	0%	4%	-4%
CCOc1ccccc1CNC(=O)c1cc2occc2n1C	0%	4%	1	-2%	1%	-3	1%	2%	0%	3%	-1%
CN(CC(=O)Nc1ccccc1Br)C(=O)c1sccc1-c1ccccc1	/	-4%	3	/	/	13	3%	-1%	-2%	/	11%
Nc1nc(-c2ccc(Cl)cc2)cc(C(F)(F)F)n1	0%	3%	26	-15%	11%	-3	-23%	-1%	-1%	-1%	-6%
Nc1cccc(Oc2ccc3c(c2)C(=O)N(CC2CCCO2)C3=O)c1 (stereo not drawn)	1%	1%	-11	/	0%	-3	-26%	2%	-6%	/	-11%
O=C(Nc1nnc(C2CC2)o1)c1ccc(S(=O)(=O)N2CCCc3ccccc32)cc1	2%	-3%	-8	1%[11.7 µM]	-12%	9	3%	-7%	-2%	8%	-2%
COc1cc(C)c(S(=O)(=O)N2CCOCC2)c(C)c1C	0%	7%	-4	-1%	-1%	2	-7%	-1%	14%	12%	6%
Cc1ccc2[nH]c(=O)c(CN3CCCCC3)c(-c3ccccc3)c2c1	-2%	5%	53	?	3%	15	-9%	-2%	?	?	1%
C[C@H](NC(=O)N1CCn2c1nc1ccccc12)C(=O)NCc1ccc(F)cc1	-1%	-2%	-3	1%	-2%[0.46 µM]	6	-1%	2%	2%	-10%	-11%
Cn1ccc(NC(=O)Nc2ccc(Cl)cc2)n1	/	0%	-10	/	1%	11	2%	1%	-1%	4%	-3%

Not all compounds are listed; the hit share may differ from the screen's.
